From PubChem BioAssay
human PMI inhibition: inhibitors of human PMI, primary screen, biochemical, fluorescence intensity, coupled assay (AID 1209); one-dose inhibition, % at 20 µM; IC50 in µM for titrated hits; 0.42% of 190,000 active; purified PMI enzyme, coupled fluorescence intensity; higher % means a stronger effect;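 note: plate controls were DMSO vehicle for no effect and wells lacking substrate for full effect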
TNAP activation fold: stimulation of alkaline phosphatase TNAP activity – biochemical, luminescent, no phosphate acceptor, uHTS, primary screen (AID 1001); purified TNAP, luminescent activation assay, no phosphate acceptor; higher activation fold means a stronger effect; one-dose activation fold at 20 µM; EC50 in µM for titrated hits; 0.03% of 200,000 active; in the data active = activation fold from about 3, or a potency from the dose series; inactive = the rest, 99 in 100 with activation fold below about 1.6; note: many of its hits are not listed in these tables
SIAH1 antagonists: Siah-1 peptide-binding antagonists, primary screen, biochemical, fluorescence polarization, rhodamine-plectin, uHTS (AID 1817); Siah-1 / rhodamine-plectin peptide fluorescence polarization; higher % means a stronger effect; displacement, % at 20 µM; hits with a dose series show IC50 in µM; 0.02% of 290,000 active;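 active = displacement of at least 50% at 20 µM, with a fluorescence ratio check between 0.3 and a set limit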;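 note: plate controls were Siah plus tracer with DMSO for no effect and tracer alone without Siah for full effect; strong numbers were not always called active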
human PMI inhibitors: human PMI inhibitors, high substrate, primary screen, biochemical, fluorescence intensity, high mannose 6-phosphate (AID 1220); recombinant PMI enzyme, coupled fluorescence intensity; higher % means a stronger effect; inhibition, % at 20 µM, or IC50 in µM where a hit was titrated; 0.66% of 190,000 active
Hep lipid drop: modulators of hepatic lipid droplet formation. AML12 mouse hepatocytes, oleate lipid droplets, BODIPY imaging. inhibition, % at 6.5 µM. 0.4% of 240,000 active;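 active = lipid droplet intensity inhibited by at least 50%, with more than 500 cells counted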
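Assay system: AML12 hepatocytes (mouse) / Also added: 100 µM oleic acid challenge / Times: overnight treatment with compound plus oleate / Detection: high-content imaging of BODIPY-stained droplets and DAPI nuclei / Evaluation: % inhibition of lipid droplet signal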
XIAP displacement: XIAP antagonists, biochemical, IAP family, fluorescence polarization (AID 1018). 0.007% of 200,000 active. displacement, % at 20 µM, or IC50 in µM where a hit was titrated. XIAP BIR domain, fluorescence polarization peptide displacement; higher % means a stronger effect; in the data active = displacement above about 50%; note: a part of the inactive calls stands beside numbers as strong as those of hits
P. falciparum M17LAP: P. falciparum M17LAP inhibitors, primary screen, biochemical, fluorogenic H-Leu-NHMec substrate, 1536-well (AID 1619). 0.38% of 220,000 active. inhibition, % at 30 µM; hits with a dose series show IC50 in µM. recombinant M17LAP, H-Leu-NHMec fluorogenic kinetic assay; higher % means a stronger effect;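 active = compound inhibiting the enzyme by more than half at any dose during confirmatory dose-response retesting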;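 note: plate controls were full reaction with DMSO carrier for no effect and no enzyme background for full effect; strong numbers were not always called active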
K1F lysis inhibition: protection from phage-mediated lysis, alamar blue read-out – E. coli UTI89, K1F phage, bacterial capsule biogenesis inhibitors (AID 488966). E. coli UTI89 K1F phage lysis, alamar blue, 2 h; higher % means a stronger effect. one-dose inhibition, % at 100 µM; IC50 in µM for titrated hits. 0.02% of 340,000 active;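 active = phage lysis inhibition, versus mean bacterial control, above a set limit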;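 note: capsule biogenesis inhibitors block K1F phage lysis so surviving cells raise fluorescence; higher fluorescence means more inhibition of phage lysis; actives were called in the ten point dose series up to 300 µM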
P. falciparum M1AAP: P. falciparum M1AAP inhibitors, biochemical, fluorogenic H-Leu-NHMec substrate, 1536-well (AID 1445); recombinant M1AAP, H-Leu-NHMec fluorogenic kinetic assay; higher % means a stronger effect; inhibition, % at 30 µM; hits with a dose series show IC50 in µM; 0.42% of 220,000 active;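 active = primary inhibition above the hit cutoff, then over 50% inhibition at one or more dose response concentrations, cut at about 23% in these data, passing the limit was not always enough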;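 note: plate controls were DMSO full reaction for no effect and no enzyme background for full effect; strong numbers were not always called active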
Hep lipid drop cells 6.5 µM: second read-out of Hep lipid drop, no call of its own (marks repeat the call); cell count; measured here: cell count, cytotoxicity flag;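 cells counted across two imaged fields per well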
Starred values were filed as active, the others as inactive; x = not tested or not shown; [ ] = remark or other dose. Cut-off read from the data, not from the text of the source, unless noted: active = inhibition above about 50%; inactive = the rest.

SMILES | human PMI inhibition | TNAP activation fold | SIAH1 antagonists | human PMI inhibitors | Hep lipid drop | Hep lipid drop cells 6.5 µM | XIAP displacement | P. falciparum M17LAP | K1F lysis inhibition | P. falciparum M1AAP
CCOc1cc2[nH]c(=S)n(CCC(=O)N3CCc4ccccc4C3)c(=O)c2cc1OCC | 1% | 1 | -3% | 2% | x | x | -5.0% | -2% | -0.3% | 0%
CCc1ccc(NC(=O)N2CCN(c3ccccc3)CC2)cc1 | 5% | 1.1 | 0% | -1% | 27 | 639 | -4.5% | 2% | 3.7% | 8%
Cc1ccc(Cn2ccc(NC(=O)c3cc(-c4ccco4)on3)n2)cc1 | 32% | 1.1 | -4% | 23% | x | x | -2.2% | 2% | -1.7% | -3%
COc1ccccc1C(O)(c1ccccc1)C(CN1CCOCC1)c1ccccc1 (stereo not given) | -14% | 1.2 | 8% | -14% | -8 | 675 | -4.0% | -2% | -0.3% | 8%
COc1ccc(NC(=O)c2csc(Cc3ccc(Cl)cc3)n2)cc1 | 5% | 1.1 | 1% | 4% | -10 | 664 | 12% | 2% | -0.2% | 4%
C#CC(C)(CC)NC(=O)c1cc(OC)c(OC)c(OC)c1 (stereo not given) | -5% | 0.9 | -6% | -5% | x | x | -6.9% | -11% | 0.0% | 1%
Cc1cccc(NS(=O)(=O)c2cccs2)n1 | -3% | 1.1 | 0% | -4% | 1 | 794 | -5.3% | 8% | 0.3% | 5%
COCCOc1cc(Nc2nnc(C(F)(F)F)s2)c(Cl)cc1Cl | 2% | 1 | 0% | -1% | 7 | 798 | -7.6% | 1% | -1.8% | 9%
CC(C)CC(=O)Nc1ccc(C(=O)Cn2c(=O)oc3ccccc32)cc1 | -3% | 1.2 | 22% | -10% | 9 | 708 | -4.3% | 2% | 0.1% | 6%
CCCCOC(=O)Cn1c(=N)n(CCC)c2ccccc21 | 5% | 1 | 2% | 39% | x | x | -4.5% | -6% | 0.3% | -2%
CCc1ccc(OCC(=O)Nc2ccc(-c3nc4ccccc4o3)c(O)c2)cc1 | -8% | 1.5 | 19% | -10% | x | x | -4.7% | -9% | 0.2% | 15%
COc1cc2cc(CN(Cc3cccs3)C(=S)Nc3ccccc3)c(=O)[nH]c2cc1OC | 21% | 1 | 6% | 10% | 7 | 656 | -0.3% | 17% | 4.0% | 7%
CCCc1nc2ccccc2[nH]1 | 5% | 1.2 | 0% | 4% | 19 | 817 | -5.6% | -8% | 0.3% | 1%
CC(C(=O)O)n1nnc2ccccc21 (stereo not given) | x | x | -3% | x | -3 | 662 | x | -1% | 0.2% | 0%
CC(=O)Nc1cccc(NC(=O)c2ccco2)c1 | 13% | 1.1 | 3% | 14% | -9 | 764 | -1.6% | -1% | 0.4% | 4%
COc1ccc2cc(S(=O)(=O)N3CCOCC3)ccc2c1 | 9% | 1.2 | 9% | 12% | -27 | 547 | 2.5% | 4% | 0.1% | 8%
C=CCNC(=S)N(Cc1ccccc1)Cc1ccccc1 | 2% | 1.1 | 9% | 0% | 2 | 683 | -1.6% | -3% | 0.0% | 4%
CN1CCC(=O)N([C@H](CSc2ccc(Br)cc2)c2ccccc2)CC1 | x | x | -2% | x | 22 | 744 | x | 4% | 0.8% | 2%
CN(C)S(=O)(=O)c1ccc(NC(=O)/C=C/c2ccccc2Cl)cc1 | 14% | 1 | -2% | 9% | -12 | 637 | -6.4% | 2% | 1.5%[50 µM] | 6%
CC(=O)C1=C(C)Nc2ncnn2C1c1ccccc1Cl (stereo not given) | 4% | 1 | 0% | 5% | x | x | -1.7% | -3% | 2.5% | 4%
Cc1ccc(N2C(=O)CC(Sc3ccccc3C(=O)O)C2=O)c([N+](=O)[O-])c1 (stereo not given) | 2% | 0.9 | 8% | 0% | 2 | 655 | -2.8% | -4% | 0.3% | -3%
O=C(Nc1cccnc1)c1ccc(N2CCCC2)c([N+](=O)[O-])c1 | 5% | 1 | -2% | 3% | 16 | 683 | -2.1% | 21% | 0.2% | 0%
COc1cc(/C=C2\SC(=S)N(NS(=O)(=O)c3ccccc3)C2=O)cc(OC)c1OC | x | x | -5% | x | -1 | 707 | x | 27% | 0.1% | 20%
Cc1cc(OCC(=O)N(C)C)c2c(-c3ccccc3)cc(=O)oc2c1 | 7% | 1.1 | 1% | 6% | x | x | -2.3% | 10% | -0.2% | 8%
O=C1c2ccccc2NC(c2ccc(O)cc2)N1/N=C/c1ccc(O)cc1 (stereo not given) | 6% | 1.1 | 4% | -1% | -10 | 640 | 3.5% | 12% | 1.2%[50 µM] | 22%

Following part.
SMILES | human PMI inhibition | TNAP activation fold | SIAH1 antagonists | human PMI inhibitors | Hep lipid drop | Hep lipid drop cells 6.5 µM | XIAP displacement | P. falciparum M17LAP | K1F lysis inhibition | P. falciparum M1AAP
O=C(CSc1ncn[nH]1)N1N=C2/C(=C/c3ccco3)CCCC2C1c1ccco1 (stereo not given) | 16% | 1 | 2% | -9% | -13 | 799 | -12% | 2.1µM* | 0.1% | 9%
O=C(N/N=C/c1ccncc1)c1cccc(NC(=O)c2ccccc2Cl)c1 | -21% | 1 | 0% | -21% | -4 | 674 | -2.1% | 0% | -0.2% | -2%
CCc1ccc(-c2nc(CCl)cs2)cc1 | 6% | 1.2 | 4% | 0% | 2 | 685 | -3.0% | 5% | 1.6% | -7%
CCn1c(SCc2cccnc2)nnc1-c1c[nH]c2ccccc12 | -3% | 1.1 | 2% | 4% | x | x | -4.3% | 6% | 1.3% | 1%
COCCOC(=O)C1=C(C)NC(=O)NC1c1c(OC)ncnc1OC (stereo not given) | 4% | 1.1 | -1% | 2% | x | x | -1.0% | 0% | 0.2% | 2%
CCc1ccc(NC(=O)CSc2nc3cc(C(=O)OC)ccc3c(=O)n2CC2CCCO2)cc1 (stereo not given) | 5% | 1.1 | -6% | -2% | x | x | -4.3% | 2% | 0.5% | -6%
O=C1/C(=C/c2ccncc2)CCC/C1=C\c1ccncc1 | -1% | 1.1 | 7% | -1% | -10 | 750 | 1.5% | -3% | 0.4% | 2%
COc1cccc(-c2csc(N3CCN(C(=S)Nc4cccc(Cl)c4)CC3)n2)c1 | 13% | 1.1 | -4% | 17% | x | x | -6.3% | 6% | 5.3% | 0%
CC(=O)c1ccc(N2CCN(C(=O)CCCn3c(=S)[nH]c4cc5c(cc4c3=O)OCO5)CC2)cc1 | -2% | 1 | 2% | 7% | x | x | -1.6% | 8% | -0.2% | -3%
CCCCCCC(=O)NNC(=O)CC(=O)Nc1ccccc1C(=O)O | 3% | 1.2 | -2% | 7% | 11 | 657 | -10% | 28% | -0.1% | 6%
O=C(CN1CCN(c2ccccn2)CC1)Nc1cc(C(F)(F)F)ccc1Cl | 2% | 1.1 | -1% | 1% | x | x | -4.4% | 2% | 0.2% | -2%
O=C(CSCc1cccc(Cl)c1)Nc1ccccc1-c1ccccc1 | 19% | 1 | 9% | 15% | -23 | 673 | -8.0% | 6% | -0.8% | 1%
CC1C(=O)N(Cc2ccc([N+](=O)[O-])cc2)c2ccccc2N1C(=O)C1CC1 (stereo not given) | 2% | 1.2 | 9% | 2% | x | x | -2.8% | 9% | x | -5%
COc1ccc2cc(C#N)c(SCC(=O)N3CC(=O)Nc4ccccc43)nc2c1 | x | x | -4% | x | -1 | 725 | x | 4% | 0.4% | 8%
COC(=O)c1ccccc1NC(=O)NCc1ccco1 | 4% | 1.1 | 4% | 6% | -6 | 687 | -4.5% | 1% | 3.1% | 4%
CC1(C)NC(=O)N(CCCCOc2ccc(Br)cc2Cl)C1=O | 16% | 1.1 | 4% | 11% | 1 | 829 | 1.1% | -1% | 0.4% | 1%
N/C(=N\OS(=O)(=O)c1ccc2ccccc2c1)c1ccccn1 | -23% | 1 | 2% | -10% | 1 | 635 | 0.2% | -3% | 0.2% | 0%
Oc1ccc(Br)cc1/C=N/N1CCN(Cc2cccc3ccccc23)CC1 | x | x | 7% | x | 9 | 736 | x | -2% | 1.1% | 2%
O=C(CSc1nnc(SCc2ccccc2)s1)N/N=C/C=C/c1ccccc1[N+](=O)[O-] | 14% | 1.2 | 6% | 4% | 42 | 699 | -3.0% | -4% | 3.2% | 5%
O=S(=O)(c1ccccc1)N1CCN(C2CCCCCCC2)CC1 | 2% | 1 | -4% | -5% | -20 | 391 | -7.6% | -1% | 2.1% | 1%
Cc1ccc(S(=O)(=O)N[C@H](C(=O)N2CCC(C(=O)NCC(=O)O)CC2)C(C)C)cc1 | -10% | 1 | 3% | -4% | x | x | -1.0% | -5% | 0.1% | 2%
COc1ccc(NC(=O)C2CC(=O)OC23CCOC(C)(C)C3)cc1 (stereo not given) | -7% | 1.1 | -3% | -6% | 16 | 822 | -4.5% | 4% | 1.9% | -6%
O=C(c1ccco1)N1CCN(Cc2cccnc2)CC1 | 0% | 1 | 5% | -4% | 14 | 758 | -12% | 8% | -0.3% | 3%
CCOCCCNC(=S)N1CCC(NC(=O)C2CCCCC2)CC1 | 1% | 1.1 | 6% | -1% | 27 | 749 | -0.3% | 3% | -0.3% | 4%
O=c1[nH]c2ccc(S(=O)(=O)N3CCCCC3)cc2o1 | -4% | 0.6 | 0% | -2% | -11 | 799 | -1.7% | -16% | 0.2% | 3%

The list continues.
SMILES | human PMI inhibition | TNAP activation fold | SIAH1 antagonists | human PMI inhibitors | Hep lipid drop | Hep lipid drop cells 6.5 µM | XIAP displacement | P. falciparum M17LAP | K1F lysis inhibition | P. falciparum M1AAP
Cc1ccc(S(=O)(=O)/C=C/c2ccccc2)cc1 | 14% | 1 | 3% | 6% | -6 | 658 | -5.1% | 5% | 1.6%[50 µM] | 0%
CCOC(=O)N/N=C/c1ccccc1OCc1ccc(Cl)cc1 | 3% | 1.1 | -6% | 1% | -23 | 684 | -5.7% | 8% | 4.6% | 0%
CCOP(=O)(OCC)C(Nc1ccc(OC)cc1)c1ccco1 (stereo not given) | -1% | 1.2 | 25% | 0% | -2 | 734 | -0.5% | -3% | -0.3% | 2%
CC1=C(C(=O)Nc2ccc(C)cn2)C(c2cnn(C)c2)C2=C(CCCC2=O)N1 (stereo not given) | 5% | 1.1 | 8% | 10% | -5 | 688 | -2.3% | -33% | 0.3% | 8%
CCCC(=O)Nc1sc(Cc2ccccc2)c(C)c1C(N)=O | 47% | 1.1 | -2% | 34% | 9 | 724 | -2.3% | 6% | 0.1% | -2%
O=C(NC(=S)Nc1nc2c(s1)CCCC2)c1ccccc1 | 32% | 0.9 | 2% | 17% | -7 | 671 | -2.7% | 10% | 3.3% | -2%
O=S(=O)(Nc1ncn[nH]1)c1ccc(Cl)cc1 | 12% | 1 | -2% | 12% | 3 | 568 | -11% | -1% | 0.1% | 5%
